High-throughput results: PubChem BioAssay, National Center for Advancing Translational Sciences (NCATS)
Pf growth 96h = P. falciparum growth inhibition at 96 hour, primary screen for plastid delayed-death inhibitors | P. falciparum luciferase reporter growth, 96 h | Potency, µM (highest dose often 28.7 µM), for the others: at the top dose activity change, negative = inhibition, actives largely listed as inhibitors | hit rate 6.9% among 320,000 | AID 504834; also: potency is read from the fitted curve at half-maximal effect; % is scaled to controls: 0 for no effect and ±100 for the full control effect
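Plates of compound plus infected erythrocytes (2% hematocrit, 0.05% parasitemia final) incubate 96 hours, 37 C, 5% CO2. Detection reagent added; reduced luminescence from the parasites' luciferase reporter flags inhibition.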
FBPA Giardia inh = Giardia lamblia aldolase inhibition | purified Giardia FBPA | Potency, µM (doses to about 59.6 µM), for inactives: at the top dose activity, negative = inhibition, usual class: inhibitors | A8B2U2 | hit rate 0.71% among 290,000; also: potency is read from the fitted curve at half-maximal effect; % is scaled to controls: 0 for no effect and ±100 for the full control effect; nearly all actives have a fitted effect of over 55% in size
Target sequence (A8B2U2 whole entry, looked up): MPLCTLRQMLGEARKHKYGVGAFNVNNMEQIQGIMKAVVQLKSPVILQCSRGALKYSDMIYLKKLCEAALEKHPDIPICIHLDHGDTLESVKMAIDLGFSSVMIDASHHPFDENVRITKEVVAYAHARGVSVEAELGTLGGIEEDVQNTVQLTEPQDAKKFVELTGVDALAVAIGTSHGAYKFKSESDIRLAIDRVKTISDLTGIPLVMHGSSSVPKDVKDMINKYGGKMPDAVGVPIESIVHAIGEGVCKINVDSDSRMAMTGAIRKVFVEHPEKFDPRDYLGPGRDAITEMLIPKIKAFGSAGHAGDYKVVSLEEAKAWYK
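40 nM FBPA preincubated 10 min at RT with compound (up to 57.5 uM final), then substrate plus GAPDH/TPI/NAD/arsenate coupling and diaphorase/resazurin added. Fluorescence read after 20 min at RT, 525/598 nm.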
Shiga inhibitor = inhibitors of Shiga toxin in Vero cells. inhibition, % at 38.7 µM. hit rate 9.2% among 290,000. Vero cells, Shiga toxin protein synthesis inhibition reporter. AID 2315; in the data active = inhibition mostly above about 28%, no sharp cut-off; inactive = mostly below about 43%; also: 0% is about no effect
CHX counter = counter-screen for Shiga toxin inhibitors: cycloheximide protein synthesis inhibition | max response, % | hit rate 12% among 300,000 | cell reporter, cycloheximide protein synthesis inhibition counterscreen; in the data active = max response mostly above about 13%, no sharp cut-off; inactive = mostly below about 14%; also: read at 38.3 µM for the half of the compounds with a filed dose; 0% is about no effect
Pf growth 48h = inhibits P. falciparum growth in the first generation, 48 h; P. falciparum luciferase growth in erythrocytes, 48 h; Potency, µM (doses to about 28.7 µM), for inactives: at the top dose activity change, negative = inhibition, usual class: inhibitors; hit rate 5.9% among 310,000; AID 504832; also: potency is read from the fitted curve at half-maximal effect; % is scaled to controls: 0 for no effect and ±100 for the full control effect
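Here the parasites carry a stable luciferase gene and grow inside erythrocytes in Albumax-based RPMI medium with compound for one erythrocytic cycle. Activity is scored as loss of luminescent signal.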
HCV inhibitor = HCV inhibition; AID 651820; Potency, µM (doses to about 41.8 µM), inactives show at the top dose activity change, negative = inhibition, actives largely listed as inhibitors; hit rate 3.4% among 340,000; Huh7.5.1 HCVcc-Cre infection, luciferase reporter, 44 h; also: potency is read from the fitted curve at half-maximal effect; % is scaled to controls: 0 for no effect and ±100 for the full control effect
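After 44 h co-culture of compound, cells and HCVcc-Cre (~0.5 moi), substrate is added for 15 min at room temperature and luciferase measured over 15 sec. Cells were seeded at 1,000/well and pre-cultured 4 h.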
An asterisk follows results filed as active; & = joins results of further samples; [ ] = remark or other dose. Unless noted, calls follow the shape of the dose curve; as a rule, active = well fitted curve in the direction sought with a large enough effect; inconclusive = small, poorly fitted or top-dose-only effect, or another doubt; inactive = no such curve, though single readings can be large; an effect the other way counts as inactive or inconclusive.

A first look (3 entries):
For Cc1ccc2nc(SCC(=O)NCc3ccco3)c(C#N)cc2c1 the results were Pf growth 96h 42%[activator], FBPA Giardia inh 9%, Shiga inhibitor 30, CHX counter 19, Pf growth 48h 71%[activator] and HCV inhibitor 0%.
`COC(=O)c1sc(SC)c(-c2ccon2)c1C` gave Pf growth 96h 30%, FBPA Giardia inh 5%, Shiga inhibitor -4, CHX counter 6, Pf growth 48h 25% and HCV inhibitor -26%.
`CC1(C)CC(=O)C2=C(C1)N(CCN1CCOCC1)C1=C(C(=O)CC(C)(C)C1)C2c1cccc(F)c1` gave Pf growth 96h 0%, FBPA Giardia inh 1%, Shiga inhibitor -8, CHX counter -3, Pf growth 48h 12µM* and HCV inhibitor -12%&16%.

The listing, repeating the preview:
For Cc1ccc2nc(SCC(=O)NCc3ccco3)c(C#N)cc2c1 the results were Pf growth 96h 42%[activator], FBPA Giardia inh 9%, Shiga inhibitor 30, CHX counter 19, Pf growth 48h 71%[activator] and HCV inhibitor 0%.
`COC(=O)c1sc(SC)c(-c2ccon2)c1C` gave Pf growth 96h 30%, FBPA Giardia inh 5%, Shiga inhibitor -4, CHX counter 6, Pf growth 48h 25% and HCV inhibitor -26%.
`CC1(C)CC(=O)C2=C(C1)N(CCN1CCOCC1)C1=C(C(=O)CC(C)(C)C1)C2c1cccc(F)c1` gave Pf growth 96h 0%, FBPA Giardia inh 1%, Shiga inhibitor -8, CHX counter -3, Pf growth 48h 12µM* and HCV inhibitor -12%&16%.
CCCCC1CCCOC(C(=O)NCCNCCO)(C(F)(F)F)C1 (configuration not stated) was read as FBPA Giardia inh 3%, Shiga inhibitor -5, CHX counter -3 and HCV inhibitor -6%.
Screening CS(=O)(=O)N1CCC(C(=O)NCC2CCCO2)CC1 (configuration not stated) returned FBPA Giardia inh 4%, Shiga inhibitor -18, CHX counter 1, Pf growth 48h 25% and HCV inhibitor 26%.
For Cc1ccc(-c2nc(C=Nc3cccc(C)c3)c(O)o2)cc1 the results were Pf growth 96h -18%, FBPA Giardia inh -1%, Shiga inhibitor 67, CHX counter 14, Pf growth 48h 35%[activator] and HCV inhibitor -21%.
For COc1ccc(CC(=O)NNC(=S)NC(=O)c2cccnc2)cc1 the results were Pf growth 96h 17%, FBPA Giardia inh inconclusive, Shiga inhibitor 2, CHX counter 2, Pf growth 48h -9% and HCV inhibitor -9%.
For COc1cccc(/C=N/NC(=O)CN(CCc2ccccc2)S(=O)(=O)c2ccc(NC(C)=O)cc2)c1 the results were Pf growth 96h 9%, FBPA Giardia inh 1%, Shiga inhibitor -1, CHX counter -2, Pf growth 48h inconclusive and HCV inhibitor inconclusive.
Screening CC(=O)N1N=C(c2ccc(Cl)cc2)OC1(C)C returned Pf growth 96h 44%[activator], FBPA Giardia inh 4%, Shiga inhibitor -13, CHX counter -1, Pf growth 48h 6% and HCV inhibitor 3%.
For CCN(CC)S(=O)(=O)c1cc(NC(=O)CN2CCN(c3ccccn3)CC2)ccc1C the results were Pf growth 96h inconclusive, FBPA Giardia inh -5%, Shiga inhibitor -4, CHX counter 10, Pf growth 48h inconclusive and HCV inhibitor -18%.
`Fc1ccc(OCc2nn3c(Cn4nnc5ccccc54)nnc3s2)cc1` gave Pf growth 96h -28%, FBPA Giardia inh 3%, Shiga inhibitor -20, CHX counter -8, Pf growth 48h -23% and HCV inhibitor 4%.
For O=C(c1cccc(NC2=NC3CS(=O)(=O)CC3S2)c1)N1CCN(c2ccc(F)cc2)CC1 (configuration not stated) the results were Pf growth 96h inconclusive, FBPA Giardia inh inconclusive, Shiga inhibitor -8, CHX counter 2, Pf growth 48h 28% and HCV inhibitor 13%.
Screening O=S(=O)(NC1CCSc2ccccc21)c1ccccc1 (configuration not stated) returned Pf growth 96h 13%, FBPA Giardia inh -16%, Shiga inhibitor -3, CHX counter -2, Pf growth 48h 9% and HCV inhibitor 16%.
`CN1CCN(S(=O)(=O)c2ccc(Oc3cccc(C(F)(F)F)c3)nc2)CC1` gave Pf growth 96h 32%[activator], Pf growth 48h inconclusive and HCV inhibitor 9%.
CC(=O)Nc1ccc(S(=O)(=O)N[C@@H](C)C(=O)OCC(=O)NC2CCCC2)cc1 was read as Pf growth 96h -27%, Pf growth 48h inconclusive and HCV inhibitor 9%.
`CCSc1nc(-c2ccccc2)cc(=O)[nH]1` gave Pf growth 96h inconclusive, Pf growth 48h 30% and HCV inhibitor inconclusive.
`CCOC(=O)[C@@H]1[C@H]2COc3cc(OC)ccc3[C@@H]2N2C(=O)N(c3cccc(Cl)c3)C(=O)[C@@]12C` gave Pf growth 96h inconclusive, FBPA Giardia inh 0%, Shiga inhibitor 10, CHX counter 7, Pf growth 48h -8% and HCV inhibitor -6%.
CCNS(=O)(=O)c1ccc(CCC(=O)Nc2ccc3c(c2)OCO3)cc1 was read as Pf growth 96h -31%, FBPA Giardia inh 2%, Shiga inhibitor 13, CHX counter -1, Pf growth 48h 0% and HCV inhibitor -24%.
For O=C(CSc1nncn1-c1ccccc1)Nc1cc(F)ccc1F the results were Pf growth 96h 0%, FBPA Giardia inh 2%, Shiga inhibitor -7, CHX counter -2, Pf growth 48h 44%[activator] and HCV inhibitor 4%.
For Cc1cccn2c(=O)c3cc(C(=O)N4CCOCC4)n(C)c3nc12 the results were Pf growth 96h 2%, Shiga inhibitor -8, CHX counter -3, Pf growth 48h 85%[activator] and HCV inhibitor 0%.
COc1ccc(OCC(=O)OCC(=O)Nc2ccc(S(=O)(=O)N3CCCCC3)cc2)cc1 was read as Pf growth 96h inconclusive, FBPA Giardia inh 3%, Shiga inhibitor 26, CHX counter 2, Pf growth 48h -10% and HCV inhibitor 16%&24%.
Screening Cc1ccc(C)n1-c1cc([N+](=O)[O-])ccc1-n1ccnc1 returned Pf growth 96h inconclusive, FBPA Giardia inh 5%, Shiga inhibitor -2, CHX counter 1, Pf growth 48h 12µM* and HCV inhibitor -20%.
Screening O=C(NC(=O)N1CCCCCC1)c1ccc(Cl)cc1 returned Pf growth 96h inconclusive, FBPA Giardia inh -13%, Shiga inhibitor 0, CHX counter -1, Pf growth 48h 6% and HCV inhibitor 5%.
Screening O=C(C1CCN(S(=O)(=O)c2ccccc2)CC1)N1CCN(Cc2ccc3c(c2)OCO3)CC1 returned Pf growth 96h -26%, FBPA Giardia inh 1%, Shiga inhibitor -7, CHX counter 2 and Pf growth 48h -9%.
Screening O=C(Nc1ccccc1C(=O)OCc1nnc(-c2ccccc2)o1)c1ccco1 returned Pf growth 96h 10%, FBPA Giardia inh 1%, Shiga inhibitor 39, CHX counter 6, Pf growth 48h 12% and HCV inhibitor 3%.
`CCOc1cc(C#N)c(NC(=O)c2cccnc2)cc1OCC` gave Pf growth 96h 9%, FBPA Giardia inh 3%, Shiga inhibitor -4, CHX counter 2, Pf growth 48h inconclusive and HCV inhibitor inconclusive.
Screening CCOc1ccc(Nc2ncnc(N)n2)cc1 returned FBPA Giardia inh -11%, Shiga inhibitor 45*, CHX counter 18, Pf growth 48h 43%[activator] and HCV inhibitor 25%.
Screening NC(=O)CCn1c(C(=O)c2cc(Cl)c(N)c(Cl)c2)c2ccccc2[n+]1[O-] returned Pf growth 96h 10µM*, FBPA Giardia inh 8%, Shiga inhibitor 2, CHX counter -1, Pf growth 48h inconclusive and HCV inhibitor 6%.
For O=S(=O)(NCC1CCCO1)c1cccc2nsnc12 (configuration not stated) the results were Pf growth 96h -17%, FBPA Giardia inh 5%, Shiga inhibitor -2, CHX counter -6, Pf growth 48h 10% and HCV inhibitor 22%.
For CC(NC(=O)c1ccccc1NC(=O)CN1CCc2ccccc2C1)c1ccccc1 (configuration not stated) the results were Pf growth 96h 13µM*, FBPA Giardia inh -16%, Shiga inhibitor -5, CHX counter -2, Pf growth 48h inconclusive and HCV inhibitor inconclusive.
COc1ccccc1/C=C1\SC(=S)N(CCC(=O)NC2=NCCS2)C1=O was read as Pf growth 96h -5%, FBPA Giardia inh 5%, Shiga inhibitor -9, CHX counter -5, Pf growth 48h 7% and HCV inhibitor 22%.
Screening Cc1ccc(S(=O)(=O)N(CC(=O)O)Cc2ccccc2F)cc1 returned Pf growth 96h 18%, FBPA Giardia inh 11%, Shiga inhibitor -14, CHX counter -1, Pf growth 48h 2% and HCV inhibitor 31%[activator].
`CC(C)NC(=S)N/N=C1\CCCc2ccccc21` gave Pf growth 96h inconclusive, FBPA Giardia inh -12%, Shiga inhibitor 21, CHX counter 20, Pf growth 48h -16% and HCV inhibitor -9%.
For C/C(=N\NC(=O)c1cc2c(s1)CCC(C)C2)c1ccncc1 (configuration not stated) the results were Pf growth 96h 9.3µM*, FBPA Giardia inh 2%, Shiga inhibitor 17, CHX counter 7, Pf growth 48h -24% and HCV inhibitor 25µM*.
`CCOC(=O)Cn1c(=O)oc2cc(S(=O)(=O)Nc3cc(OCC)ccc3OCC)ccc21` gave Pf growth 96h 1.5µM*, FBPA Giardia inh -5%, Shiga inhibitor 10, CHX counter -3, Pf growth 48h inconclusive and HCV inhibitor 18%.
`COC(=O)C(CC(=O)c1ccccc1)CC(=O)c1ccccc1` gave Pf growth 96h 34%[activator], FBPA Giardia inh 9%, Shiga inhibitor 43*, CHX counter 17*, Pf growth 48h 33%[activator] and HCV inhibitor 11%.

Compounds from the list above that have a furan ring, fused or not, in the order listed:
For Cc1ccc2nc(SCC(=O)NCc3ccco3)c(C#N)cc2c1 the results were Pf growth 96h 42%[activator], FBPA Giardia inh 9%, Shiga inhibitor 30, CHX counter 19, Pf growth 48h 71%[activator] and HCV inhibitor 0%.
Screening O=C(Nc1ccccc1C(=O)OCc1nnc(-c2ccccc2)o1)c1ccco1 returned Pf growth 96h 10%, FBPA Giardia inh 1%, Shiga inhibitor 39, CHX counter 6, Pf growth 48h 12% and HCV inhibitor 3%.

Following part.
For Cc1ccc2c(c1)CCCN2N=O the results were Pf growth 96h 42%[activator], FBPA Giardia inh -1%, Shiga inhibitor 19, CHX counter -3, Pf growth 48h 8% and HCV inhibitor 32%[activator].
`COc1ccc(CC(=O)N2CCC(n3nccc3NC(=O)C3CC3)CC2)cc1` gave Pf growth 96h inconclusive, Shiga inhibitor 15, CHX counter 1 and Pf growth 48h 12%.
CCOC(=O)C1=C(N)OC2=C(C(=O)CCC2)C1c1ccccc1OC (configuration not stated) was read as Pf growth 96h 2%, FBPA Giardia inh 3%, Shiga inhibitor -12, CHX counter -1, Pf growth 48h 17% and HCV inhibitor 13%.
For O=C(CN1CCN(Cc2ccc(F)cc2)CC1)NCc1ccccc1 the results were Pf growth 96h -10%, FBPA Giardia inh -4%, Shiga inhibitor -4, CHX counter -1, Pf growth 48h -1% and HCV inhibitor 8%.
Screening O=C(CNC1CCCCCC1)Nc1ccc(N2CCCC2)cc1 returned Pf growth 96h 44%[activator], FBPA Giardia inh -18%, Shiga inhibitor -15, CHX counter 22 and Pf growth 48h -11%.
`Cc1cc(C(=O)OCC(=O)Nc2ccccc2C#N)c(C)o1` gave Pf growth 96h 0%, Pf growth 48h 26% and HCV inhibitor 14%.
Screening COc1cc(CC(=O)NCc2ccccn2)cc(OC)c1OC returned FBPA Giardia inh -5%, Shiga inhibitor 26, CHX counter -4, Pf growth 48h 29% and HCV inhibitor 10%.
For CC(C)(C)C(=O)CSc1ncccn1 the results were Pf growth 96h 14%, FBPA Giardia inh -25%, Shiga inhibitor -2, CHX counter 9, Pf growth 48h inconclusive and HCV inhibitor 17%.
`CNC(=O)c1ccc(Nc2nc(-c3ccccc3)nc3ccccc23)cc1` gave Pf growth 96h inconclusive, FBPA Giardia inh -8%, Shiga inhibitor 27, CHX counter 16*, Pf growth 48h -25% and HCV inhibitor inconclusive.
`COc1ccccc1-n1c(-c2cc(-c3ccc(F)cc3)n[nH]2)n[nH]c1=S` gave Pf growth 96h -37%[5.75 µM], FBPA Giardia inh 2%, Shiga inhibitor -15, CHX counter -2, Pf growth 48h 11% and HCV inhibitor 0%.
